Cdc42 wt: modulators of GTP binding to wildtype Cdc42, primary screen, biochemical, multiplex bead flow cytometry, Bodipy-GTP. Cell division control protein 42 homolog (Homo sapiens), P60953. GST-Cdc42 beads; actives lie on both sides. percent activity (GTP binding), % at 10 µM. 190,000 compounds, 0.2% hits. AID 761, 2007;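 active means percent activity GTP binding at least 20 points away from the 100% baseline, either down as inhibitor or up as activator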;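 further: median bead fluorescence of bound Bodipy-FL-GTP at 100 nM; 0% = excess unlabeled GTP control and 100% = no compound control; below 100% means less GTP binding so inhibitor and above means activator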
ABCB1 block: ABCB1 efflux pump inhibitors, primary screen, cell-based, multiplex, flow cytometry, ABCG2 counter-screen; ATP-dependent translocase ABCB1 (Homo sapiens), P08183; inhibition, % at 6.6 µM; AID 1326, 2008; 190,000 compounds, 0.067% hits; CCRF-Adr cells, JC-1 efflux; in the data active means inhibition above about 40%;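 further: 0% = vehicle and 100% = reference inhibitor; higher value means more JC-1 retained so stronger ABCB1 efflux block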
Target sequence (P08183 whole entry, looked up): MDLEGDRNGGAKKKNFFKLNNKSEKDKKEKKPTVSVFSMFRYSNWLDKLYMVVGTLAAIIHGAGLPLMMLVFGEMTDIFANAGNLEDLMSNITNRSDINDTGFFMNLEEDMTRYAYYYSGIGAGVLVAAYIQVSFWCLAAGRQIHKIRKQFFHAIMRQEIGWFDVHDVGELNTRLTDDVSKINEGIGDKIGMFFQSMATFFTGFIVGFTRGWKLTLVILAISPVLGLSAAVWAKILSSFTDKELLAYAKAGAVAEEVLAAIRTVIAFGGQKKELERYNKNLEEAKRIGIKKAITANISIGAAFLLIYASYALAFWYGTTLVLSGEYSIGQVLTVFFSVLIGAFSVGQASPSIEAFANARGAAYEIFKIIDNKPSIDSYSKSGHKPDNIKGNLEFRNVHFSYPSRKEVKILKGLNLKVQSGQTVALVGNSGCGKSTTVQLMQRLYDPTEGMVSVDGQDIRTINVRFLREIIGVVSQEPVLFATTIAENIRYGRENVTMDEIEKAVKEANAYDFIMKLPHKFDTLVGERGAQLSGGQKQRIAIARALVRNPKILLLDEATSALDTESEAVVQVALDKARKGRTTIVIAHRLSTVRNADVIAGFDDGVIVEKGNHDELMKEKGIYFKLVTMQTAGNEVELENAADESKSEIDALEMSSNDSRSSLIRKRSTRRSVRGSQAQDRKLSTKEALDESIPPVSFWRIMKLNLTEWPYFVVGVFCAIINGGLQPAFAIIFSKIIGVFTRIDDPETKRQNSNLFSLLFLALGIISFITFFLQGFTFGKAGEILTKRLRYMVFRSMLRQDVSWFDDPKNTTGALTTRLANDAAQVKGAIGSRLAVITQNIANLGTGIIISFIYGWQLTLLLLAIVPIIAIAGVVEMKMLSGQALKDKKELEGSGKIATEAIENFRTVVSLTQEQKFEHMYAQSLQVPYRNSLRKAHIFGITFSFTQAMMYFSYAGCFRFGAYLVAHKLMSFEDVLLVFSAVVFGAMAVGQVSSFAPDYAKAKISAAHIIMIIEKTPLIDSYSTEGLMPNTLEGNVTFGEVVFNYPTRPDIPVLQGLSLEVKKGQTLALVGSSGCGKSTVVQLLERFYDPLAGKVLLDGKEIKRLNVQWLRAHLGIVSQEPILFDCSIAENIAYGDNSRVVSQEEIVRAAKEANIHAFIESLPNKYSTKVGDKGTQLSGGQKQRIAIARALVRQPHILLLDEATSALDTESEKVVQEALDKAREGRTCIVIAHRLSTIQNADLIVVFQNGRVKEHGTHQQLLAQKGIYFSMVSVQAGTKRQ
Rab2 wt GTP: modulators of GTP binding to Rab2A wildtype, primary screen, biochemical, dog, bead-based flow cytometry, multiplex; 190,000 compounds, 0.19% hits; AID 760, 2007; GTP binding activity, % at 10 µM; Ras-related protein Rab-2A (Canis lupus familiaris), P61105; GST-Rab2 wt beads, Bodipy-GTP binding;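 active means GTP binding activity at least 20 points away from 100%, either lowered or raised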;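 further: 0% = beads with excess unlabeled GTP and 100% = no-compound control corrected for plate trend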
Pf gamet viab: late stage P. falciparum gametocyte viability inhibitors, primary screen, ATP luminescence, HTS; P. falciparum stage V gametocytes, 24 h; inhibition, % at 10.9 µM; 150,000 compounds, 0.065% hits; AID 743093, 2013;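 active means inhibition above the mean plus 3 SD of compounds within the control limits, set per campaign, cut at about 38% in these data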;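 further: 0% = DMSO wells and 100% = medium only without gametocytes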
Rac1 act GTP bind: GTP binding modulators of activated mutant Rac1, primary screen, biochemical, bead-based flow cytometry, multiplex, fluorescent GTP; Ras-related C3 botulinum toxin substrate 1 (Homo sapiens), P63000; GST-Rac1 activated beads; actives lie on both sides; 100% means binding = to untreated wells; percent activity (GTP binding), % at 10 µM; 190,000 compounds, 0.11% hits; AID 764, 2007;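 active means GTP binding at least 20 percentage points away from the 100% baseline, in either direction, so actives lie on both sides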
HRas wt GTP bind: modulators of GTP binding to HRas wildtype, primary screen, biochemical, bead-based flow cytometry, multiplex; AID 759, 2007; GST-Ras wt beads, Bodipy-FL-GTP binding; actives lie on both sides; GTPase HRas (Homo sapiens), P01112; 190,000 compounds, 0.14% hits; GTP binding activity, % at 10 µM;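 active means GTP binding activity at least 20% away from the 100% baseline, either lowered as inhibitor or raised as activator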;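 further: 0% = unlabeled GTP competition control and 100% = no-compound control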
GSH bead fluor: compound fluorescence on glutathione beads, profiling panel, artefact control, biophysical, 488/530 nm, flow cytometry; 190,000 compounds, 0.25% hits; AID 1776, 2009; GSH beads flow cytometry, compound fluorescence 488/530 nm; hits give high values; fluorescence (KMESF) at 10 µM; in the data active means fluorescence above about 89;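 further: glutathione beads carrying GST-tagged Bcl family fusion proteins plus one bare bead set; values are compound well signal with DMSO vehicle wells as background; inactives centre near 16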
Avidin fluor: green autofluorescence of compounds with avidin beads – biophysical, 488/530 nm, flow cytometry, artefact control, profiling panel | compound fluorescence 488/530 nm; hits give high values | fluorescence (KMESF) at 10 µM | 220,000 compounds, 0.38% hits; in the data active means fluorescence above about 47; further: inactives centre near 10
Rac1 wt modul: wildtype Rac1 GTP binding modulators, primary screen, biochemical, GST-Rac1 beads, flow cytometry, multiplex. fluorescent GTP binding; actives lie on both sides; 0 = cold GTP competed, 100 = untreated. GTP binding activity (% of control), % at 10 µM. 190,000 compounds, 0.27% hits. AID 757, 2007;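 active means GTP binding activity at least 20 points away from the 100% control level, either lower or higher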
ABCG2 inh: ABCG2 efflux pump inhibitors, primary screen, multiplex with ABCB1, IgMXP3 cells, flow cytometry | inhibition, % at 6.6 µM | JC-1 efflux | 190,000 compounds, 0.1% hits;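 active means inhibition above 80%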;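 further: 0% = DMSO and 100% = nicardipine control wells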
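Measure – % inhibition of efflux relative to nicardipine and DMSO · Test system – ABCG2 IgMXP3 and barcoded ABCB1 CCRF-Adr cell mix · Control set – nicardipine as high control, DMSO as low control · Compound – one concentration, 6.6 µM final · Signal – flow cytometry of retained JC-1 fluorescence · Timing – 10 min exposure at 25 °C with rotation, no wash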
Rab7 wt GTP bind: modulators of GTP binding to Rab7, primary screen, biochemical, wildtype, multiplex bead flow cytometry; Rab7 GTPase wild type (dog), Bodipy-FL-GTP binding; GST-Rab7 beads, fluorescent GTP binding; actives lie on both sides; untreated = 100%, excess cold GTP = 0%; GTP binding activity (percent of control), % at 10 µM; 190,000 compounds, 0.055% hits;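 active means fluorescent GTP binding to Rab7 beads changed by at least 20 points from the 100% baseline, either direction, mostly lower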;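 further: median green fluorescence of bound Bodipy-FL-GTP per Rab7 bead population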
Numbers without * were called inactive; x = no result given.

SMILES	Cdc42 wt	ABCB1 block	Rab2 wt GTP	Pf gamet viab	Rac1 act GTP bind	HRas wt GTP bind	GSH bead fluor	Avidin fluor	Rac1 wt modul	ABCG2 inh	Rab7 wt GTP bind
CCOCC(=O)Nc1ccc(S(=O)(=O)Nc2ncccn2)cc1	108	0.2	106	20	102	106	22	8	106	0	103
CCCCCn1ccc(=N)cc1	102	0.3	98	-1	99	98	4	4	101	3	96
CCCCn1nnnc1NCc1ccc(N(CC)CC)cc1	101	0.4	102	17	98	104	53	11	102	3	101
S=C(Nc1ccc(N2CCOCC2)cc1)Nc1ccc2nc(-c3ccco3)c(-c3ccco3)nc2c1	101	0.1	99	x	97	100	31	11	103	-1	102
CCCCn1c(=N)n(CC(=O)O)c2ccccc21	95	0.6	98	9	96	97	11	10	98	2	101
CCN(CC)S(=O)(=O)c1ccc(C(=O)NCC(c2ccc(OC)cc2)N2CCOCC2)cc1 (stereo not given)	96	0.7	98	-14	97	94	12	10	95	22	99
CC(C)C(c1nnnn1C(C)(C)C)N1CCN(Cc2cccnc2)CC1 (stereo not given)	97	0.9	100	-9	94	99	8	10	97	2	105
Cc1ccc(C(=O)NC(Cc2c[nH]c3ccccc23)C(=O)O)cc1 (stereo not given)	100	0.0	100	9	99	100	37	8	101	-1	99
Nc1ccc(C(=O)Nc2ccc(OC(F)(F)C(F)F)c(NC(=O)c3ccc(N)cc3)c2)cc1	101	-3.4	96	-13	98	97	8	13	101	-12	99
CCOc1cccc(C(=O)Nc2cnn(Cc3ccccc3)c2)c1	95	0.2	100	4	96	99	49	20	97	1	100
CC(=O)C1=C(C)NC(SCc2ccc(C#N)cc2)=C(C#N)C1c1ccco1 (stereo not given)	97	0.3	98	-8	100	99	13	9	101	0	99
CSc1ccc(C(=O)C2CCCN(S(=O)(=O)N(C)C)C2)cc1 (stereo not given)	98	1.4	94	4	94	93	26	7	94	4	95
CC(C)(C)C1CCC(=NNC(=O)c2cc3c(s2)CCCC3)CC1 (stereo not given)	99	-1.9	99	11	100	99	10	8	107	-11	96
Cc1cccc(C(=O)O/N=C/c2ccc(Br)cc2)c1	96	-0.6	97	17	94	95	12	10	98	-1	97
Cc1ccc(S(=O)(=O)N2CC(O)CC2C(=O)NCc2ccc3c(c2)OCO3)cc1 (stereo not given)	92	-0.2	97	11	95	95	10	12	96	-1	93
COc1ccc(NC2C=CS(=O)(=O)C2)c(OC)c1 (stereo not given)	96	-0.4	98	-14	99	100	15	14	103	-2	102
CC(=O)c1ccc(NC(=S)NC(NC(=O)c2ccco2)C(Cl)(Cl)Cl)cc1 (stereo not given)	101	0.4	99	-9	99	99	41	7	101	2	100
COc1ccc(OCCSc2nnc(-c3ccccc3)n2N)cc1	99	1.1	101	8	98	99	28	63*	98	9	99
COc1ccc(C(=O)NCC(=O)OCc2csc(-c3ccccc3)n2)cc1	97	0.2	97	5	97	97	17	1	101	2	96
Cc1ccc(CSc2nnc(-c3ccncc3)n2C)cc1	103	0.4	101	x	102	101	15	9	108	2	100
CCN(CC)C(=O)c1c[nH]c2ccc(S(=O)(=O)Nc3cc(C)cc(C)c3)cc2c1=O	101	0.8	97	x	99	97	11	24	101	2	101
CC(C)C(c1nnnn1Cc1ccc(F)cc1)N1CCN(C2CCCC2)CC1 (stereo not given)	96	-0.6	96	16	95	97	9	8	96	-1	99
Cc1c(Cl)cccc1NC(=O)Cn1c(-c2ccc(F)cc2)noc1=O	97	2.7	100	-13	95	99	14	9	97	4	96
O=S(=O)(NCc1cccs1)c1cccc2cccnc12	99	0.8	95	-2	96	97	17	16	96	2	96

Nothing new here: entries from further up.
SMILES	Cdc42 wt	ABCB1 block	Rab2 wt GTP	Pf gamet viab	Rac1 act GTP bind	HRas wt GTP bind	GSH bead fluor	Avidin fluor	Rac1 wt modul	ABCG2 inh	Rab7 wt GTP bind
CCOCC(=O)Nc1ccc(S(=O)(=O)Nc2ncccn2)cc1	108	0.2	106	20	102	106	22	8	106	0	103
CCCCCn1ccc(=N)cc1	102	0.3	98	-1	99	98	4	4	101	3	96
CCCCn1nnnc1NCc1ccc(N(CC)CC)cc1	101	0.4	102	17	98	104	53	11	102	3	101

(continued)
SMILES	Cdc42 wt	ABCB1 block	Rab2 wt GTP	Pf gamet viab	Rac1 act GTP bind	HRas wt GTP bind	GSH bead fluor	Avidin fluor	Rac1 wt modul	ABCG2 inh	Rab7 wt GTP bind
Cc1ccc2oc(=O)c(/C=C(\O)CC(C)C)nc2c1	100	-0.4	95	x	97	98	12	2	102	-5	96
Cc1c(Cl)cccc1NC(=O)C(=O)NNC(=O)c1ccccc1F	88	0.7	91	12	89	92	15	8	89	7	96
Cc1cc(C)cc(NS(=O)(=O)c2cnc(Cl)c(Cl)c2)c1	102	0.5	101	x	97	102	23	13	100	2	99
Cc1ccc(-c2n[nH]c(=S)n2/N=C/c2ccncc2)cc1	98	-0.1	98	x	95	101	15	11	102	3	106
CCOC(=S)NC(=O)c1sc2ccccc2c1Cl	98	-0.6	96	12	96	97	17	9	99	-2	93
CC1CCc2sc(C(=O)OCC(=O)NCc3ccc(F)cc3)cc2C1 (stereo not given)	101	0.1	96	-6	97	99	13	13	99	0	98
CC(C)(C)c1ccc(/C=C2\SC(=O)N=C2N)cc1	96	0.6	99	14	94	99	17	6	100	11	107
CC(C)CNC(=O)c1ccc(C2SCC(=O)N2Cc2ccccc2)cc1 (stereo not given)	96	-2.3	96	x	93	98	16	7	97	1	96
O=S(=O)(Nc1ccc(Cl)cn1)c1ccc(Cl)cc1	94	1.0	97	14	92	98	13	9	97	7	107
CC1N/C(=C\C(=O)c2ccccc2)N(O)C1(C)C (stereo not given)	102	-0.4	99	x	101	100	11	14	104	-1	99
O=C(C1=C[C@H](c2ccc(Br)cc2)C[C@H](OCCCCO)O1)N1CCN(Cc2ccccc2)CC1	94	3.7	96	x	96	97	19	7	98	11	94
CCc1cccc(C)c1NC(=O)COC(=O)C(NS(=O)(=O)c1ccc(Cl)cc1)C(C)O (stereo not given)	106	0.6	104	-13	102	105	18	2	104	2	107
CN1CCN(C(=O)c2ccc3c(=O)n4c(nc3c2)CCCCC4)CC1	94	0.4	94	-3	95	94	14	30	91	1	95
CCC(C)NC(=O)c1cn(-c2cccc(C)n2)cn1 (stereo not given)	100	0.2	103	19	100	99	12	9	103	16	103
c1ccc(CC2CCN(c3nnnn3-c3ccccc3)CC2)cc1	97	1.4	99	-11	97	97	23	10	101	8	95
Cc1ccc(-c2cccc(CN3CCN(C4CCN(C(C)C)CC4)C(CCO)C3)c2)o1 (stereo not given)	95	0.9	98	-9	93	96	8	4	93	3	101
Cc1ccc(NC(=O)COS(=O)c2ccc(C)cc2)cc1 (stereo not given)	106	0.5	101	x	100	100	20	16	102	1	97
NC(=O)c1ccc(NC(=O)CSc2nnc(-c3ccccn3)n2N)cc1	98	-0.8	100	10	97	98	12	10	99	-2	94
O=C(NCCc1nnc2ccc(NCc3ccc(Cl)cc3)nn12)c1ccccc1	96	0.1	98	29	97	97	25	11	104	8	96
COc1cc(CNC2CCCC2)c(Br)cc1OCc1ccccc1	95	1.0	100	-4	96	98	15	8	96	2	104
COC(=O)c1c(-c2ccc(C)cc2)csc1NC(=O)C1CC=CCC1C(=O)O (stereo not given)	94	0.3	93	x	94	94	15	21	94	3	95
COc1ccc(C2C(C(N)=O)=C(C)Nc3nc(-c4ccccc4)nn32)cc1OC (stereo not given)	103	0.9	102	x	102	101	15	25	104	5	102
COc1cccc2cc(C(=O)N3CCc4ccccc43)c(=O)oc12	95	0.1	93	x	92	94	10	34	94	0	93
Cn1c(/C=C/N(Cc2ccccc2)c2ccccc2)c([N+](=O)[O-])c(=O)n(C)c1=O	95	1.7	95	-5	92	95	15	14	95	6	93
O=C(Nc1ccc(C(F)(F)F)cc1)c1csc(-c2ccncc2)n1	93	0.0	92	8	94	95	14	6	96	1	102
CC(=O)c1c(C)[nH]c(C(=O)OCC(=O)c2c(N)n(C)c(=O)n(C)c2=O)c1C	98	-0.1	100	x	94	96	14	12	95	-2	104
CCN1CCN(c2cc(C)c3cc(NC(=O)c4ccccc4F)ccc3n2)CC1	100	0.9	100	x	99	101	26	6	103	4	99
CCc1cc(-c2n[nH]c(=S)n2-c2cccc(C)c2)cs1	91	-1.8	94	x	92	91	19	2	93	-3	90
CCOC(=O)c1c(NC(=S)NC(=O)c2ccc(Cn3cc(Cl)cn3)o2)sc2c1CCCCC2	100	0.1	98	x	98	98	17	46	97	1	98
O=C(Nc1nnc(CCN2CCOCC2)s1)C1CCCCC1	97	0.2	94	-7	96	97	26	9	98	0	94
CCC(=O)n1nc(NCc2ccccc2OC)nc1NCc1ccccc1OC	97	1.6	97	-4	95	96	42	15	94	6	94
COc1ccc2nc(NC(=O)CCN3C(=O)c4ccccc4C3=O)sc2c1	105	0.6	102	x	97	105	12	26	113	7	106
O=C(NN1C(=O)c2ccccc2NC1c1ccoc1)c1ccc([N+](=O)[O-])cc1 (stereo not given)	101	0.4	100	x	98	101	18	9	111	6	98
CC(C)(C)C(=O)Nc1ccc(-c2nc3ccccc3c(=O)o2)cc1	95	0.4	94	-6	94	95	13	12	93	1	100
S=C(NCc1ccccn1)Nc1ccccc1Cl	102	0.0	100	9	102	99	9	12	104	3	97
Cc1cc(Nc2ccccc2)nn1C(=O)c1ccc([N+](=O)[O-])cc1	102	1.1	101	x	98	105	29	5	109	33	103
CCOc1ccccc1NC1=NCC(=O)N1Cc1ccc(F)cc1	101	0.7	102	-11	102	104	13	4	112	3	100
Cc1ccc(NC(=O)CN2C(=O)S/C(=C\c3cccn3C)C2=O)cc1	94	0.1	98	x	96	96	9	7	96	1	95
COc1ccc(NS(=O)(=O)c2ccc(NS(=O)(=O)c3ccc(SC)cc3)cc2)c(OC)c1	101	0.3	100	-11	97	100	6	11	104	2	94

Assay outcomes from PubChem.
